Bioassay records (PubChem BioAssay)
HSF-1 act: increases HSF-1 driven luciferase reporter signal; 300,000 tested, 1.7% active; NIH3T3-HGL HSF-1 luciferase reporter, MG132, 8 h; 100% = twice DMSO control signal; activation, % at 9 µM;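 active means mean replicate activation of at least 50% with a set share of replicates each reaching 50%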;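 further: 0% = median of the neutral control wells and 100% = twice that signal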
GSK3A inh: inhibitors of human GSK-3 alpha kinase; 320,000 tested, 0.1% active; P49840; ADP-Glo luminescence, 60 min; inhibition, % at 10 µM;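 in the data active means inhibition above about 50%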;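 further: GST-tagged GSK-3 alpha with peptide substrate and 25 µM ATP; 0% = DMSO neutral wells and 100% = GW8510 positive control wells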
Target sequence (P49840 whole entry, looked up): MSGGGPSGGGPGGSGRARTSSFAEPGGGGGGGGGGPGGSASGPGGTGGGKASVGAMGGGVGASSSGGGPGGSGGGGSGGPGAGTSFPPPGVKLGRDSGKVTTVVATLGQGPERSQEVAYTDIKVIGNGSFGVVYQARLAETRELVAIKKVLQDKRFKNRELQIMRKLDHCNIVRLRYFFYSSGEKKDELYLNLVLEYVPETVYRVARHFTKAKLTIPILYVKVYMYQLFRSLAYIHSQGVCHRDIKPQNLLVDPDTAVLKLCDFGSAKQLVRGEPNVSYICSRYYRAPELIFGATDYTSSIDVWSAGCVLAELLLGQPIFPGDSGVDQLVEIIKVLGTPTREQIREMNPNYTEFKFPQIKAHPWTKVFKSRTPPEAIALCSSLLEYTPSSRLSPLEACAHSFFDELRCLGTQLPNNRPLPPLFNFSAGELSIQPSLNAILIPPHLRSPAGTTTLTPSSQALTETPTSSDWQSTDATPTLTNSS
aSyn 5UTR inh: MLPCN primary screen, SNCA 5' untranslated region | alpha-synuclein 5'UTR reporter, inhibitor activity | inhibition, % (tested at 7.5 µM) | 300,000 tested, 0.82% active | AID 1813; in the data active means inhibition above about 60%;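 further: H4 neuroglioblastoma cells stably carrying SNCA 5'UTR luciferase fusion; 0% = DMSO wells and 100% = positive control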
HSP90 refold inh: blocks HSP90-mediated luciferase refolding in reticulocyte lysate; 290,000 tested, 0.91% active; inhibition, % at 5.6 µM; Rabbit reticulocyte lysate, luciferase refolding luminescence, 3 h; AID 1789;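 active means inhibition above the screen-wide mean plus 3 SD, computed separately per campaign, cut at about 16% in these data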;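 further: 0% = DMSO wells and 100% = 60 µM geldanamycin wells; inhibitors lower the luminescence because luciferase stays unfolded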
IEC-6 tox: counter-screen for KLF5 inhibitors: cytotoxicity in IEC-6 cells. IEC-6 cytotoxicity, luminescence viability. inhibition, % at 5 µM. 290,000 tested, 0.78% active; in the data active means inhibition above about 22%;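 further: 0% = plate median of test compound wells and 100% = cytotoxic reference compound wells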
KLF5 inhibitor: suppresses KLF5 promoter-driven expression; inhibition, % at 5 µM; AID 1700; 290,000 tested, 0.23% active; DLD-1 KLF5 promoter-luciferase reporter, luminescence;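 active means inhibition above a per-plate limit of that plate's mean compound inhibition plus 3 SD, cut at about 60% in these data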;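 further: 0% = DMSO wells and 100% = LY294002 at 200 µM; higher means less KLF5 promoter-driven luciferase light; inactives centre near -14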
AI-2 QS modul: Vibrio harveyi AI-2 quorum sensing modulation; Vibrio harveyi JMH597 AI-2 luminescence/OD600 ratio, 9 h; active compounds read low; strain lacks LuxN and CqsS sensors; 0 = neutral-control median; activity change, % at 7.5 µM; 300,000 tested, 0.4% active; in the data active means activity change below about -75%, passing the limit was not always enough;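 further: luminescence divided by OD600 gain over 9 h not by final OD600 alone; inactives centre near 13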
PolyA inh: blocks polyadenylation in yeast reporter cells; AID 1875; 300,000 tested, 0.02% active; calls only at 12 µM; S. cerevisiae SKY197-pL101 polyadenylation reporter, beta-gal luminescence; efflux-impaired pdr1/pdr3 knockout yeast; score 100 = 6 SD above DMSO;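 active means lowest replicate activity score at least 50, where 100 means six control SD above control mean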;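 further: yeast exposed to compound for 9 h at 30 °C; higher score means more reporter readthrough which indicates perturbed polyadenylation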
HSF1 inh: HSF1 inhibition; NIH3T3-HGL HSE-luciferase, MG132-induced, luminescence 8 h; active compounds read low; activity change, negative = inhibition, % at 7.5 µM (by protocol); 300,000 tested, 0.77% active;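 active means more than half of replicate wells show activity change below -50%, luminescence cut by over half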;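 further: luciferase reports HSF-1 transcriptional activity via heat shock element; 0% = median of DMSO wells and -100% = zero luminescence signal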
GSK3B inh: inhibitors of human GSK3beta kinase. P49841. GST-GSK3beta kinase, ADP-Glo luminescence, 60 min; active compounds read low. activity score (negative = inhibition), % at 10 µM. 300,000 tested, 0.038% active. AID 2097;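 active means more than half of replicate wells score below -50%, meaning over 50% inhibition versus plate controls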;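 further: 0% = median DMSO wells and -100% = median GW8510 positive control wells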
Target sequence (P49841 whole entry, looked up): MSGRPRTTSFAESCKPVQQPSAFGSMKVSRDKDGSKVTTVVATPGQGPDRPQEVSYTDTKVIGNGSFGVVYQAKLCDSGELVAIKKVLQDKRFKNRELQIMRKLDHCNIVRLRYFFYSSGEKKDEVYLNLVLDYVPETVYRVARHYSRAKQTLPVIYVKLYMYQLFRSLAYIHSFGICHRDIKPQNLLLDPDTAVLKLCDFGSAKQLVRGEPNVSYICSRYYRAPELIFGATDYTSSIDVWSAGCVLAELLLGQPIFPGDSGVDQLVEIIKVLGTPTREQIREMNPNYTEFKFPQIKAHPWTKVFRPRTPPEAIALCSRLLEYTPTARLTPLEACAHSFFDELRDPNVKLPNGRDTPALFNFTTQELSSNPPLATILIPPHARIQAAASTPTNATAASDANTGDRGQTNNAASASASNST
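Test system – GST-tagged human GSK3beta kinase, cell-free · Incubation – 60 min enzyme reaction, room temperature · Signal – ADP-Glo luminescence · Also added – peptide substrate and ATP at 25 µM · Controls – DMSO neutral wells and GW8510 at 20 µM as positive · Buffer or medium – Tris/MgCl2 kinase buffer · Measure – Luminescence-derived activity versus plate DMSO and GW8510 wells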
Active calls of the source: *; i = inactive; . = no result given. This is a subset; rates above refer to the full screens.

Every second line gives: HSP90 refold inh	HSF-1 act	KLF5 inhibitor	GSK3A inh	AI-2 QS modul	aSyn 5UTR inh	GSK3B inh	HSF1 inh	IEC-6 tox	PolyA inh
> Cc1ccc(N2CCN(Cc3ccccc3)CC2=O)c(C)c1
 : 12	19	-26	-3	3	-14	0	1	-5	i
> COc1ccccc1NS(=O)(=O)c1cccc(C(=O)NN=C2CCCCCC2)c1
 : 0	5	-27	-2	20	-8	2	-1	6	i
> CCCCCCn1c(NCC)nc2c1c(=O)[nH]c(=O)n2C
 : -2	-3	5	1	9	12	-4	-7	-7	i
> O=C(Nc1ccc(N2CCN(Cc3ccccc3F)CC2)cc1)c1ccccc1[N+](=O)[O-]
 : -1	11	-5	-2	48	20	-22	-5	-2	i
> CCOC(=O)C1C(=O)CC(C)(O)C(C(=O)OCC)C1c1cc(Br)ccc1OC (centres undefined)
 : 0	12	-32	0	6	3	-3	3	-2	i
> O=C(O)CCC(=O)NNC(=O)COc1ccc2ccccc2c1Br
 : -4	4	-25	0	15	-12	-1	-2	-2	i
> Cn1c(=O)oc2cc(S(=O)(=O)NCc3ccccn3)ccc21
 : -4	-25	-6	-1	12	0	1	-9	-7	i
> Cc1oc(-c2ccc(Cl)cc2)nc1CSCC(=O)NCCCN1CCOCC1
 : -1	3	-48	-3	18	25	1	-2	3	i
> O=c1c2[nH]c3ccc(F)cc3c2ncn1C1CCCCC1
 : 4	15	-29	0	6	-82	-2	14	-2	i
> Cc1cccc(Nc2nc(CC(=O)O)cs2)c1
 : -1	11	-21	-2	7	-61	1	-7	3	i
> COc1ccccc1CNCc1cc(Br)ccc1OC
 : 0	-32	-14	5	15	-14	-2	-27	3	i
> N#C/C(=C\c1ccc(Br)s1)C(=O)N1CCN(c2ccccc2)CC1
 : -2	7	-24	1	10	19	0	0	-2	i
> Cc1ccnc(NC(=O)c2ccc([N+](=O)[O-])o2)c1
 : -8	45	-80	5	-252*	-32	-4	19	6	i
> Cc1nnc(N/N=C/c2ccc([N+](=O)[O-])cc2)n1N
 : 0	39	-21	-3	6	-25	1	20	1	i
> O=C1CCC(=O)N1c1ccc(S(=O)(=O)N2CCCC2)cc1
 : 1	0	2	1	-16	9	-2	-2	-1	i
> O=C(COc1ccccc1Cl)NC(=O)NC1CCCCC1
 : .	14	.	-1	25	-37	0	0	.	i
> Cc1ccccc1NS(=O)(=O)c1cccc(C(=O)Nc2cccc(C(=O)O)c2)c1
 : 1	-18	-18	.	2	1	2	-3	1	i
> O=C(Cc1csc(Nc2nc(=S)[nH]c3ccccc23)n1)NCCCN1CCN(c2ccccc2F)CC1
 : 1	-6	10	-2	22	92*	-2	8	0	i
> Cc1ccc2nc(NC(=O)C3CCN(S(=O)(=O)c4cccnc4)CC3)sc2c1
 : 4	-8	-14	0	-53	-2	2	-2	4	i
> CC(=O)c1sc(NC(=O)CSC(C)C(=O)Nc2cc(C)on2)nc1-c1ccccc1 (centres undefined)
 : .	4	.	11	18	-4	-1	-4	.	i
> C=CCN(CC=C)C(=O)c1ccc2nc(Cc3ccc(OC)c(OC)c3)oc2c1
 : 1	6	-36	-1	-14	-1	1	-6	0	i
> O=C(c1ccc(Cl)c(S(=O)(=O)N2CCCCC2)c1)N1CCCC1
 : 2	27	-12	3	0	-6	2	-5	-1	i
> COc1cccc(C(=O)NC2CCN(C(=O)N3c4ccccc4Sc4ccccc43)CC2)c1
 : 3	-6	-85	-4	0	34	-5	0	2	i
> COC(=O)NC1CCS(=O)(=O)C1 (centres undefined)
 : 5	3	4	-1	-1	-2	4	10	-3	i
> CCc1c(C)sc(NC(=O)c2cnn3cccnc23)c1C#N
 : -2	14	-4	0	4	-30	2	0	-5	i
> COC(=O)c1cc(C(=O)Nc2ccc(Cl)cn2)cc([N+](=O)[O-])c1
 : 0	12	-6	5	37	-9	-2	1	-4	i
> CSc1ncccc1C(=O)OCc1ccc(C#N)cc1
 : -3	0	-54	-1	10	4	-3	-3	3	i
> CN(CCC1CCOCC1)C(=O)CC1C(=O)NCCN1C/C=C/c1ccccc1 (centres undefined)
 : -4	2	-6	0	19	-2	0	2	4	i
> CCOc1ccccc1NC(=O)C1CCC(CNc2c(N3CCCCC3)c(=O)c2=O)CC1 (centres undefined)
 : -1	1	-34	15	10	20	-1	-3	-5	i
> O=C(c1ccccc1)N1CCN(C(=O)c2ccccc2Br)CC1
 : 0	-10	3	1	18	13	-2	-5	-2	i
> CCc1ccc(-n2nnnc2SCC(=O)Nc2ccc(NC(C)=O)cc2)cc1
 : 2	12	-29	3	9	-20	-2	3	10	i
> COc1ccc(C2CC(c3ccccc3)=NN2C(=O)CN2CCN(Cc3ccccc3)CC2)cc1 (centres undefined)
 : 1	-6	-23	-2	6	12	1	7	-1	i
> c1ccc(-c2csc(Nc3ccc4c(c3)OCCO4)n2)cc1
 : 13	14	-127	-2	2	-50	1	-3	0	i
> O=C1/C(=C\c2cc(Cl)c(O)c(Cl)c2)SC(=S)N1Cc1ccccc1
 : -1	11	41	-1	-4	21	-6	-4	8	i
> O=C(N/N=C/c1ccc(O)cc1)c1[nH]c2ccc(Br)cc2c1-c1ccccc1
 : -2	-69	56	-1	1	8	1	-58*	83*	i
> CCOC(=O)c1ccc(CSc2nnc(N)s2)cc1
 : 0	50	-50	3	19	-74	-5	9	-1	i
> COc1ccccc1C(=O)Nc1cc(Cl)ccc1-n1cncn1
 : 0	5	-25	-1	31	8	-1	-5	3	i
> O=C(COC(=O)CCC1CCCC1)Nc1ccccc1Sc1ccccc1
 : -7	0	-14	8	13	9	-2	-2	-6	i
> COc1ccc2ccccc2c1CNCc1ccc(C)cc1
 : 0	-5	-4	-6	19	-12	-8	3	-2	i
> COc1ccc(C(=O)N2CCC(n3nnc4cc(F)ccc43)CC2)cc1OC
 : -3	0	-17	-2	16	4	4	-6	-7	i
> CC1(OC(=O)C2CCCC2)C(=O)C=C2C=C(c3ccsc3)N(C3CC3)C=C2C1=O (centres undefined)
 : .	-13	.	0	33	23	3	-2	.	i
> CCOc1ncccc1C(=O)N(CC)CC(=O)Nc1ccc(NC(C)=O)cc1
 : 0	-10	-38	0	12	-1	3	6	-3	i
> CCC(=O)Nc1c(C(=O)N2CCN(c3ccccn3)CC2)cnn1-c1ccc(Cl)cc1
 : -2	-5	-15	-1	30	-24	-1	1	3	i
> N#Cc1ccccc1OCCCNC1CCCC1
 : 13	5	7	4	-6	-21	1	-4	0	i
> CCOC(=O)c1c(C)[nH]c(C)c1C(=O)COC(=O)c1ccccc1O
 : 3	-9	-31	-3	24	15	0	-5	0	i
> O=C1C(C=Nc2ccccc2O)=C(O)c2ccccc21
 : 17*	36	-159	7	6	-186	0	15	9	i
> Cc1ccc(NC2CCCCC2NS(=O)(=O)c2ccc(Cl)cc2)cc1 (centres undefined)
 : -1	18	-4	.	-2	-10	-1	1	-5	i
> COc1ccc(NC(=O)C(=O)NCC2CCCN2S(=O)(=O)c2cc(C)ccc2C)cc1 (centres undefined)
 : .	-9	.	-1	22	13	1	3	.	i
> O=C(CSc1nnc(Cc2ccccc2)n1Cc1ccccc1)NCc1ccco1
 : 12	40	-29	-3	7	-2	-1	22	0	i
> NC(=O)C1CCN(C(=O)Cc2ccsc2)CC1
 : 0	16	-18	2	16	7	-4	-3	-2	i

Continued:
Every second line gives: HSP90 refold inh	HSF-1 act	KLF5 inhibitor	GSK3A inh	AI-2 QS modul	aSyn 5UTR inh	GSK3B inh	HSF1 inh	IEC-6 tox	PolyA inh
> CCOc1ccc(NC(=S)Nc2ccc(OCc3ccccc3)cc2)cc1
 : 3	-4	-19	-2	32	-32	3	-2	0	i
> COC(=O)CSc1n[nH]c(-c2cccnc2)n1
 : 6	0	-24	1	20	-4	3	3	-2	i
> COc1cccc(OC)c1C(=O)NC(=S)Nc1ccc2oc(-c3ccncc3)nc2c1
 : -1	16	-2	8	11	-52	-3	1	-9	i
> O=C(NCc1ccco1)c1cccc(F)c1
 : 3	3	-5	-3	20	-2	4	-6	-5	i
> CC(C)CN(Cc1c(O)ccc2c(=O)c(-c3ccccc3)coc12)CC(C)C
 : 2	6	-19	1	11	7	0	-1	-3	i
> COc1ccc(N2CC(C(=O)N/N=C/c3ccc([N+](=O)[O-])cc3)CC2=O)cc1 (centres undefined)
 : -2	14	-5	1	13	-1	4	11	-2	i
> O=C(NNS(=O)(=O)c1ccc([N+](=O)[O-])cc1)c1ccc2ccccc2c1O
 : -3	.	-22	.	26	.	-1	.	-1	.
> Cc1ccc(-c2nc(CSCC(=O)NCC3CCCO3)c(C)o2)cc1 (centres undefined)
 : -4	20	-15	-1	2	13	1	11	4	i
> COC(=O)c1sc(-c2ccccc2)cc1NC(C)=O
 : 3	4	-21	-7	2	19	1	-2	-1	i
> CCc1ccc(C(=O)NNc2ccc(C)c(Cl)c2)cc1
 : 3	9	-14	1	-12	-22	2	0	4	i
> Cc1onc(-c2c(F)cccc2Cl)c1C(=O)OCC(=O)c1c[nH]c2ccccc12
 : -4	-5	1	0	3	6	-1	-2	-3	i
> Cc1c(NC(=O)Nc2ccc(F)cc2)c(=O)n(-c2ccccc2)n1C
 : -3	5	-34	0	24	-2	1	-3	1	i
> Cc1cc(NC(=O)Cc2cc(F)cc(F)c2)no1
 : 0	4	1	-1	27	1	-4	-3	-2	i
> COc1ccc(CNC(=O)COC(=O)/C=C/c2cccc(Br)c2)cc1
 : -2	-6	-52	-1	-56	1	-2	3	1	i
> NS(=O)(=O)c1ccc2nc(NC(=O)c3ccc4c(c3)OCCO4)sc2c1
 : 2	-8	-50	-3	-3	6	-4	-11	-9	.
> Cc1ccc(C)c(-c2nnc(NC(=O)CCS(=O)(=O)c3ccc(F)cc3)o2)c1
 : .	-5	.	-2	-4	-6	-2	-3	.	i
> O=C(/C=C/c1cccc([N+](=O)[O-])c1)NCCN1C(=O)S/C(=C\c2ccc(F)cc2)C1=O
 : 4	32	13	0	25	-35	1	23	3	i
> O=C(NCc1ccc(F)cc1)C1CCC(=O)N1CCc1ccccc1 (centres undefined)
 : 0	15	3	1	40	0	2	1	2	i
> Cc1noc(C)c1C(=O)Nc1ccc2ccccc2c1
 : 0	-9	-15	0	-40	-22	0	-3	-2	i
> Cc1nc(N2CCC(C)CC2)c2nnn(Cc3ccccc3)c2n1
 : 1	.	-25	-2	-5	-5	-1	.	1	i
> Cc1nccc(-c2ccc(-n3c(C)ccc3C)cc2)n1
 : 4	5	0	-2	25	-24	4	1	-4	i
> COC(=O)c1sc(-c2ccc(C(C)(C)C)cc2)cc1NC(=O)/C=C/C(=O)O
 : 2	5	-78	-5	29	26	12	-3	-1	i
> CCN(CC)S(=O)(=O)c1cc(NC(=O)NCCCl)ccc1C
 : -1	-13	-21	11	3	7	1	-9	-2	i
> COCCN(C(=O)CNC(=O)c1ccco1)C(C(=O)NC1CCCC1)c1ccc(OC)cc1 (centres undefined)
 : 0	17	-20	-4	5	-37	-8	0	-2	i
> O=C(Nc1ccccc1Oc1ccccc1)c1ccc(Br)o1
 : 7	7	8	.	10	23	1	-1	-1	i
